Screening data from PubChem BioAssay.
PPC-1+TRAIL kill: compounds killing PPC-1 cancer cells with TRAIL present, primary screen, TRAIL potentiator project, ATPLite luminescence, uHTS. PPC-1 cells + TRAIL, ATPLite viability luminescence. cell killing (% activity), % at 4 µM. hit rate 0.41% among 220,000;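 active = cell killing above 50% in the first pass at 4 µM, then a duplicate retest at 5 µM averaging 50% or more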;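 also: plate controls were cells with TRAIL plus DMSO for no effect and medium-only wells lacking cells for full effect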
PGE2 EP2 inh: human EP2 receptor antagonists, primary screen, TR-FRET cAMP, C6 glioma cells. Prostaglandin E2 receptor EP2 subtype (Homo sapiens), P43116. C6 glioma cells expressing human EP2; cells stimulated with saturating PGE2. inhibition, % at 25 µM. hit rate 0.52% among 260,000;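 active = percent inhibition above 40 after rounding to a whole number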;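 also: rat C6 glioma host cells with rolipram phosphodiesterase inhibitor present; the protocol text gives 20 µM as final concentration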
Target sequence (P43116 whole entry, looked up): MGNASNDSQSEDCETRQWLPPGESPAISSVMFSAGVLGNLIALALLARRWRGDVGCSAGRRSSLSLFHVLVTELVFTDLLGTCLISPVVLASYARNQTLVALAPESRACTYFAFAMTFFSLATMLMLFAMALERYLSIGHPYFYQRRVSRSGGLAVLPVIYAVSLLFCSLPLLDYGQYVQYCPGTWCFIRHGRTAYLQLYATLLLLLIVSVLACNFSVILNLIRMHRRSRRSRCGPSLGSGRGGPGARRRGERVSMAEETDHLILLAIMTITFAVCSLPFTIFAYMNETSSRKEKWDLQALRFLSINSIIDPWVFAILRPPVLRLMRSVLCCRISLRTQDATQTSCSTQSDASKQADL
Ba/F3 V617F tox: reduced viability of JAK2V617F-dependent Ba/F3 cells, primary screen, JAK2V617F inhibitor project, cell-based, Ba/F3 EpoR-JAK2V617F, luminescence | AID 1446, 2008 | hit rate 1.1% among 220,000 | ATP luminescence | inhibition, % at 5.6 µM;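 active = inhibition above the campaign mean plus 3 SD over all tested compounds, cut at about 24% in these data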;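 also: cytokine-independent growth of Ba/F3 cells driven by EpoR plus mutant JAK2; 0% = DMSO-treated cells and 100% = JAK inhibitor I control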
Furin inhibitor: human furin inhibitors, primary screen, biochemical, fluorescence intensity; inhibition, % at 30 µM; purified furin, fluorogenic substrate cleavage; hit rate 0.061% among 220,000; in the data active = inhibition above about 25%; also: inactives centre near -15
p97 ATPase inh: inhibitors of human p97 ATPase, primary screen, biochemical | inhibition, % at 8 µM | Transitional endoplasmic reticulum ATPase (Homo sapiens), P55072 | hit rate 0.42% among 220,000 | recombinant p97 ATPase, Kinase-Glo ATP luminescence, 3 h; in the data active = inhibition above about 15%;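 also: 0% = DMSO vehicle and 100% = wells lacking enzyme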
NCF1 inh: p47phox/p22phox peptide binding inhibitors, primary screen, biochemical, uHTS, NADPH oxidase regulatory subunit; inhibition, % at 24.7 µM; Neutrophil cytosol factor 1 (Homo sapiens), P14598; hit rate 0.53% among 220,000; fluorescence polarization, 2 h;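 active = inhibition above about 30%, limit read from the data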;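 also: 0% = p47phox with labelled peptide and 100% = labelled peptide alone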
Target sequence (P14598 whole entry, looked up): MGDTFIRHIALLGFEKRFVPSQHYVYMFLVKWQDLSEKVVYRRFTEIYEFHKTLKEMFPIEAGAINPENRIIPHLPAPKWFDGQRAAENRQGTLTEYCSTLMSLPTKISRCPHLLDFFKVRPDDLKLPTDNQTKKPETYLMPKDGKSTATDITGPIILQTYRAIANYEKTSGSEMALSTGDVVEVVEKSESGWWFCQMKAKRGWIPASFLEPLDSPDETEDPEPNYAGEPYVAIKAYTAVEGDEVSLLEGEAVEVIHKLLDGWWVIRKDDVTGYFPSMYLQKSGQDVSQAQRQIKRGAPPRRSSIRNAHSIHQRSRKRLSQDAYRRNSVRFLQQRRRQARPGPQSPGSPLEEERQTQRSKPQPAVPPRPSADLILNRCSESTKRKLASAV
RBBP9 inhibitor: human RBBP9 inhibitors, primary screen, biochemical, fluorescence polarization, FP-Rh probe, HTS. recombinant RBBP9. inhibition, % at 7.94 µM. hit rate 0.2% among 220,000;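 active = inhibition above the campaign mean of all tested compounds plus 3 SD, cut at about 14% in these data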;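 also: plate controls were DMSO wells with RBBP9 for no effect and wells lacking RBBP9 protein for full effect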
Target sequence (O75884 whole entry, looked up): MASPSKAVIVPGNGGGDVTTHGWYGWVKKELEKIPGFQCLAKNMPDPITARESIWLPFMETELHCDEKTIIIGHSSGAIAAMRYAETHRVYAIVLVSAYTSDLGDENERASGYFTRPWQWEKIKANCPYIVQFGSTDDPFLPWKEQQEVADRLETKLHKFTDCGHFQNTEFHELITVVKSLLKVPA
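Test system: recombinant human RBBP9. Quantity: 2.5 µM RBBP9 dispensing solution, before mixing. Detection: FP readout at 525/598 nm. Reagent: Serine-hydrolase probe FP-Rh, 375 nM pre-mixing. Measure: % inhibition. Control set: DMSO-treated enzyme wells and wells lacking RBBP9. Buffer or medium: Tris-NaCl-Pluronic buffer, pH 8.0. Times: preincubation 30 min plus labeling 45 min at 25 °C.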
Tb hexokinase: Trypanosoma brucei hexokinase 1 inhibitors, primary screen, biochemical, G6PDH-coupled NADH absorbance, MLSCN library; hexokinase 1 [Trypanosoma brucei]; recombinant TbHK1, G6PDH-coupled NADH A340; inhibition, % at 10 µM; hit rate 0.11% among 220,000;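 active = inhibition of 50% or more in the single-dose primary screen; inactive = inhibition below 50%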
BaF3 tox: parental Ba/F3 cell viability inhibition, counter-screen for JAK2V617F inhibitor project, murine pro-B, CellTiter-Glo luminescence; CellTiter-Glo ATP luminescence; inhibition, % at 5.6 µM; hit rate 1.1% among 220,000;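 active = inhibition above a per-campaign cutoff, the mean inhibition of all tested compounds plus 3 SD, cut at about 27% in these data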;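 also: 0% = DMSO wells and 100% = JAK Inhibitor I control wells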
* hit, by the source's call; nt = not tested or not shown; & = joins results of further samples; [ ] = remark or other dose. Not all compounds are listed; the hit share may differ from the screen's.

nr	Compound	PPC-1+TRAIL kill	PGE2 EP2 inh	Ba/F3 V617F tox	Furin inhibitor	p97 ATPase inh	NCF1 inh	RBBP9 inhibitor	Tb hexokinase	BaF3 tox
1	CCOc1ccc(NS(=O)(=O)c2ccc(C)c(C(N)=O)c2)cc1	7.8	7.6	0.6	-33.9	2.0	-0.6	-1.5	-2.9	4.2
2	O=C(C1CCCO1)N1CCN(C(=S)Nc2ccc(Cl)cc2Cl)CC1 (stereo unspecified)	2.6	9.1	-1.2	-17.1	1.4	-5.0	-6.0	14.5	4.3
3	O=C(c1c[nH]c2ccccc12)N1CCN(Cc2ccccc2)CC1	3.3	4.7	-5.2	-9.3	-2.1	-2.9	4.2	-7.0	-4.2
4	CCn1c(SCc2ccccc2)nc2c(c1=O)SCC2	-6.0	5.7	-0.7	-10.8	2.5	-6.1	-3.5	-9.8	4.8
5	COc1cc2c(cc1OC)C1=C(C#N)CCC(=O)N1CC2	17.2	10.6	-0.8	-12.2[20 µM]	0.9	-5.5	-16.0	-13.2	1.5
6	CC(=O)c1c(C)n(-c2ccccc2)c2ccc(O)cc12	-9.1	8.0	2.3	-9.9[20 µM]	-4.3	3.1	-9.1	0.3	1.1
7	c1cc(-c2nnc3n2CCC3)[nH]n1	-4.4	10.2	0.5	-14.4	-6.6	2.0	-7.2	-4.1	0.0
8	Cc1ccccc1Nc1nc(N)nc(CN2CCN(c3ccccn3)CC2)n1	0.8	14.5	2.7	-10.6[20 µM]	-2.7	1.8	-6.5	-1.7	2.5
9	O=C(COC(=O)c1ccc2c(=O)n3c(nc2c1)CCC3)Nc1ccccc1F	19.6	6.0	-3.0	-16.7	0.8	-15.6	-0.7	-4.1	7.3
10	O=C(COC(=O)CSCc1ccccc1)NCc1ccccc1	15.4	7.2	-1.5	-6.6	1.2	3.3	-6.0	3.2	3.5
11	O=C(COc1ccc(Cl)cc1)N(Cc1ccccc1)c1nc(-c2ccccc2)cs1	8.2	9.7	-0.3	7.9[20 µM]	3.3	-40.3	-8.4	-5.3	5.0
12	N#CCSc1nc2cc(C(=O)N3CCC(C(N)=O)CC3)ccc2c2nc3ccccc3n12	15.8	5.4	-0.4	-15.9	8.0	3.2	-1.3	-6.9	4.0
13	CCC(C)NC(=O)CCC(=O)NNc1nc2ccccc2c2nc(C)nn12 (stereo unspecified)	9.9	10.4	1.2	-4.3	-0.3	6.7	-10.7	-4.9	4.4
14	CNc1cccc2c1C(=O)c1ccccc1C2=O	28.2	12.2	0.2	-8.0	-2.5	1.5	-3.2	-8.6	3.0
15	CCN(CC)CCNC(=O)c1ccc(Cl)c(S(=O)(=O)Nc2ccccc2OC)c1	-0.5	8.2	1.1	-13.8[20 µM]	3.8	-6.7	-8.8	0.2	2.2
16	O=C(Nc1ccc(O)cc1)C1CCCO1 (stereo unspecified)	-3.0	3.7	-1.6	-9.3[20 µM]	-1.6	-4.1	-3.1	-9.6	1.7
17	CC(=O)c1n[nH]nc1Nc1nc(C)cc(C)n1	7.0	11.3	-1.7	-9.6[20 µM]	3.2	-3.4	-1.3	-4.1	2.0
18	CC(=O)c1cc(-c2ccccc2)n(CC(=O)Nc2ccc(C)c(C)c2)c1C	1.0	3.8	2.4	-8.1	-5.1	3.9	-8.0	-0.7	9.4
19	Cc1cc(C)c(S(=O)(=O)NCC2CCC(C(=O)NCCCN3CCOCC3)CC2)c(C)c1 (stereo unspecified)	-2.4	4.9	-1.7	-13.9	-1.2	39.5*	-2.0	-3.1	6.4
20	CCn1c(NC(=O)c2ccc(C)cc2)c2ccccc2nc1=O	8.7	10.1	-6.0	-13.0[20 µM]	4.0	-8.9	-5.8	-6.4	-1.9

Further records:
nr	Compound	PPC-1+TRAIL kill	PGE2 EP2 inh	Ba/F3 V617F tox	Furin inhibitor	p97 ATPase inh	NCF1 inh	RBBP9 inhibitor	Tb hexokinase	BaF3 tox
21	Cc1ccc(S(=O)(=O)Oc2ccc(/C=N/NC(=O)c3cccnc3)cc2)cc1	16.3	14.4	-2.4	-28.2	2.4	-2.7	-5.5	-4.0	1.6
22	Cn1c(C(=O)Nc2ccc3c(c2)OCO3)cc2sccc21	5.7[5 µM]	8.8	-4.4	-19.8	8.7	-10.3	-1.4	-14.3	0.2
23	CCCCNC(=O)COC(=O)c1c2c(nc3ccccc13)/C(=C/c1cccs1)CC2	23.2	5.7	-2.6	-8.7	4.1	-20.3	-3.9	-4.8	4.2
24	CCCCC1(CC(=O)OC)C(=O)N(c2ccccc2)N(c2ccccc2)C1=O	4.7	8.7	1.5	-14.0	0.8	-3.1	-6.7	-8.1	6.8
25	O=C1CC(/C=C/c2ccncc2)=Nc2ccccc2N1	-19.2	1.2	-0.7	-12.1	5.7	-9.7	-0.8	-21.0	0.3
26	Cc1ccc(C(=O)CSC2=C(C#N)C(c3ccco3)C3=C(CC(C)(C)CC3=O)N2)cc1 (stereo unspecified)	14.7	15.9	-0.2	-16.8[20 µM]	1.5	-25.3	7.7	-16.3	5.0
27	BrC(/C=N/Nc1nc(N2CCOCC2)nc(N2CCOCC2)n1)=C/c1ccccc1	22.2	15.1	-0.1	-14.5	2.4	-3.1	8.5	-43.3	6.7
28	CC(=O)N(CCCN1CCOCC1)Cc1ccncc1	18.5	5.2	-0.9	-7.9[20 µM]	0.2	-15.3	-11.6	7.8	0.8
29	COc1ccc(C(CNC(=O)c2ccc(N3CCCC3=O)cc2)N(C)C)cc1 (stereo unspecified)	-3.3	12.1	0.8	-13.8[20 µM]	-6.4	-16.6	-8.9	1.6	10.1
30	Cc1ccc(S(=O)(=O)N2CCOCC2)cc1C(=O)c1nccn1C	19.8	4.1	4.1	-27.7	-0.9	-1.5	-9.4	-0.5	8.0
31	CC(=O)N1CC=CC1(CC(C)C)C(=O)NCCc1c[nH]c2ccccc12 (stereo unspecified)	20.0	6.7	-0.8	-18.4	4.1	-11.4	-4.9	3.7	5.5
32	CC(C)(C)[C@H]1C=C(C(=O)NC2CC2)O[C@@H](OCCCCO)C1	2.2	9.1	-1.7	-34.1	0.9	0.2	-6.8	-4.9	2.3
33	O=C(CSc1nnc(Cc2cc(=O)[nH]c(=O)[nH]2)n1-c1ccc(Cl)cc1)NCC1CCCO1 (stereo unspecified)	-14.9	3.4	-4.3	-28.6	7.7	-0.9	-3.4	0.3	-1.6
34	O=C(Cc1csc(-c2ccccc2)n1)NCc1ccccc1F	11.5	8.4	-0.3	-8.1	4.3	-6.8	-6.4	39.5	2.9
35	O=C(Cn1nnc2ccccc2c1=O)NCc1ccco1	9.6	5.6	-1.2	-28.6	4.7	-2.6	1.2	-5.3	1.4
36	CCOc1nnnc2c1sc1nc(N3CCOCC3)c3c(c12)CCCC3	10.7	11.1	-2.8	-16.9[20 µM]	3.1	-6.2	3.2	10.9	4.4
37	Cc1ccccc1NS(=O)(=O)c1cc(C(=O)NCCC2=CCCCC2)ccc1Cl	22.8	4.6	2.6	-9.1[20 µM]	-3.7	-19.9	-8.4	-1.9	1.3
38	Cc1cc(C(=O)OCC(=O)c2ccc(Cl)c([N+](=O)[O-])c2)c2cccc(C)c2n1	-2.6	12.9	1.4	-14.5	2.0	-30.6	0.7	-1.9	1.4
39	CSc1nc2c(c(-c3ccccc3)c1C#N)CCC2	nt	9.8	0.6	-13.9[20 µM]	-6.5	nt	-8.9	2.3	3.2
40	O=C(Nc1ccc(Cl)cc1Cl)N1CCN(c2ncccn2)CC1	9.3	14.9&10.3	-0.4	-15.4	0.3	0.6	-1.0	-2.3	4.7

Ordered by value in p97 ATPase inh (high to low): 3 from the list above
item	SMILES	p97 ATPase inh
40	O=C(Nc1ccc(Cl)cc1Cl)N1CCN(c2ncccn2)CC1	0.3
28	CC(=O)N(CCCN1CCOCC1)Cc1ccncc1	0.2
39	CSc1nc2c(c(-c3ccccc3)c1C#N)CCC2	-6.5

Later entries.
nr	Compound	PPC-1+TRAIL kill	PGE2 EP2 inh	Ba/F3 V617F tox	Furin inhibitor	p97 ATPase inh	NCF1 inh	RBBP9 inhibitor	Tb hexokinase	BaF3 tox
41	O=C(c1ccco1)N1CCCC(c2ccccc2)C1 (stereo unspecified)	10.3	8.1	-2.7	-18.7[20 µM]	6.2	2.1	5.7	3.1	2.5
42	COC(=O)c1sccc1NC(=O)CSCC(=O)O	8.5	3.4	2.9	-14.0	-7.8	1.1	-5.8	2.2	10.8
43	CCN(CC)CCCNC1=C(Cl)C(=O)c2ccccc2C1=O	37.0[5 µM]	7.9	5.1	-14.2	2.7	-3.4	-8.2	-2.8	-0.8
44	CSc1nc(-c2ccccc2)nc2c1COC(C)(C)C2	12.3	11.8	1.1	-13.3	-2.6	-4.3	-6.4	-2.4	5.1
45	CN(C)CCC1Sc2ccccc2Oc2ccccc21 (stereo unspecified)	35.6	10.9	-1.7	-21.8[20 µM]	1.3	-12.2	5.3	7.0	4.7
46	C=CCN1c2ccccc2[C@]23C[C@@H](C(=O)OC)N(C(=O)NCCC)C2=NC(C(=O)OC)=C(C(=O)OC)[C@H]13	15.6	9.5	nt	-19.7	nt	1.0	nt	-28.2	nt
47	C/C(=N/OC(=O)c1ccccc1)c1oc(C)nc1C	8.8	19.0	-4.6	-8.3	2.9	8.2	-0.2	-2.6	3.1
48	COc1ccc2nc(/N=C/c3c(C)[nH]n(-c4ccc(C)cc4)c3=O)sc2c1	17.0	4.1	5.8	-2.5	-24.6	33.9*	-7.8	-12.6	13.2
49	O=S(=O)(CC(CN1CCCCC1)N1CCCCC1)c1ccccc1 (stereo unspecified)	19.4	8.2	2.6	-0.6	-0.9	-4.6	-11.6	4.0	1.6
50	COc1ccc(C)cc1NC(=O)CSc1nnc(-c2cc3cccc(OC)c3o2)n1N	30.9	17.1	4.0	-13.1[20 µM]	-0.2	-11.0	0.0	-12.1	5.7
